Source: PubChem (several laboratories)
TAAR1 ag – human TAAR1 agonists, primary screen, Fluo-8 calcium fluorescence, CHO RD-HGA16 cells; 360,000 tested, 0.99% active; activation, % at 3 µM; vehicle wells 0%, saturating PEA agonist 100%;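 active means activation above the mean activation of all test compounds in the run plus 3 SD, cut at about 38% in these data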
Target sequence (Q96RJ0 whole entry, looked up): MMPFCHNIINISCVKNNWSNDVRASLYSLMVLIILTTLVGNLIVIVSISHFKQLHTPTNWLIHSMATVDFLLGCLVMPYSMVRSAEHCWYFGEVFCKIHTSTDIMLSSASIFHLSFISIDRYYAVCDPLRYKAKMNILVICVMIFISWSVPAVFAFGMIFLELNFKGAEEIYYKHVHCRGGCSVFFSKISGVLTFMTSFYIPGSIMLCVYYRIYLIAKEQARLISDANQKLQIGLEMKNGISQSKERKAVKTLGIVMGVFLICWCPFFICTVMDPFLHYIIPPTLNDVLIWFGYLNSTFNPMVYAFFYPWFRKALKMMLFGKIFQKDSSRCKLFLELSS
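Assay system: CHO-derived RD-HGA16 cells with stable Gα16 and human TAAR1; timing: 17-24 h seeding, 75 min 37 °C dye, 30 min RT; read-out: % activation from peak over basal fluorescence ratio, DMSO-to-PEA scaled; measured by: kinetic Fluo-8 calcium fluorescence; benchmarks: low control DMSO, high control PEA (EC100); doses: 3 µM single concentration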
M5 antag – human M5 muscarinic receptor antagonists, primary screen, CHO cells, Fluo-8 calcium fluorescence | Muscarinic acetylcholine receptor M5 (Homo sapiens), P08912 | CHO-hM5 cells, ACh EC80 | inhibition, % at 3 µM | 360,000 tested, 0.59% active;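 active means inhibition above a per-plate cutoff, the mean of that plate's test compounds plus 3 SD, cut at about 27% in these data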;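 further: 0% = acetylcholine EC80 with DMSO and 100% = DMSO without agonist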
CHRM4 PAM – human M4 muscarinic receptor positive allosteric modulators, primary screen, CHO-K1 cells, Fluo-8 calcium fluorescence. Muscarinic acetylcholine receptor M4 (Homo sapiens), P08173. CHO-K1 hM4/Gqi5, ACh EC20; 0% = ACh EC20, 100% = maximal ACh. activation, % at 3 µM. 360,000 tested, 0.4% active. AID 624126, 2012;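 active means activation above its plate's cutoff, the mean activation of sample wells plus 3 SD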; further: some results filed as inactive read as strong as hits
Target sequence (P08173 whole entry, looked up): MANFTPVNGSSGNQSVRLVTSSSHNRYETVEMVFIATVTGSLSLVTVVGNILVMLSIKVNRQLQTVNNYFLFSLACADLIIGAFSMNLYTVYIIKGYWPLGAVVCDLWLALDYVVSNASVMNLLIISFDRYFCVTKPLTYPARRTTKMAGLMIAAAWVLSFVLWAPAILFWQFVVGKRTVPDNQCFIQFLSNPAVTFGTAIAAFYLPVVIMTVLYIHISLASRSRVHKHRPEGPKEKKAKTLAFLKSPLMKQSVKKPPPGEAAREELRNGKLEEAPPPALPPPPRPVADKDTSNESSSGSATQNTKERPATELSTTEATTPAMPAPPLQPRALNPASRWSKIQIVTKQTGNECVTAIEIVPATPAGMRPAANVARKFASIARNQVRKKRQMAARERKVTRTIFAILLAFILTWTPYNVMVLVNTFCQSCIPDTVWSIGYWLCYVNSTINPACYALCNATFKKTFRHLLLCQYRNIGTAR
M5 ag – human M5 muscarinic receptor agonists, primary screen, CHO-K1 cells, Fluo-8 calcium fluorescence. Muscarinic acetylcholine receptor M5 (Homo sapiens), P08912. AID 624037, 2012. activation, % at 3 µM. 360,000 tested, 0.19% active. CHO-K1 hM5 cells; 0% DMSO wells, 100% maximal acetylcholine response;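 active means activation above the run's mean over test compounds plus 3 SD, cut at about 23% in these data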;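 further: signal is peak over basal fluorescence ratio across the kinetic read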
CRFR2-BP ag – agonists of CRF-BP/CRF-R2 complex, primary screen, cell-based, HEK293, calcium dye fluorescence, uHTS. CRF-binding protein / CRF receptor 2 complex (human). calcium dye fluorescence (FLIPR); percent of saturating CRF peptide response. 350,000 tested, 0.46% active. AID 588473, 2011. activation, % at 13.2 µM;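 active means activation of at least 50%, plus an integration ratio under a set limit after plate pattern correction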;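 further: plate controls were neutral control wells without compound for no effect and CRF at EC100 for full effect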
TAAR1 antagonist – human TAAR1 antagonists, primary screen, Fluo-8 calcium fluorescence, CHO RD-HGA16 cells | antagonist | inhibition, % at 3 µM | 360,000 tested, 1.5% active | AID 624466, 2012;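 active means inhibition above a per-plate cutoff, the mean inhibition of test compounds on that plate plus 3 SD, cut at about 49% in these data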;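 further: 0% = DMSO plus EC80 beta-PEA response and 100% = DMSO alone without agonist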
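Test system: hTAAR1-expressing CHO RD-HGA16 cells, Gα16-coupled; Probe or stimulus: EC80 β-phenethylamine stimulus; Compound dosing: single nominal final test compound concentration of 3 µM; Timing: 140 s kinetic read after compound, 140 s after agonist; Signal: Fluo-8 calcium-sensitive fluorescence; Measure: % inhibition of agonist calcium response; Controls: DMSO and EC80 PEA controls.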
M5 PAM – human M5 muscarinic receptor positive allosteric modulators, primary screen, CHO-K1 cells, Fluo-8 calcium fluorescence | 360,000 tested, 0.3% active | Muscarinic acetylcholine receptor M5 (Homo sapiens), P08912 | activation, % at 3 µM | AID 624038, 2012 | CHO-K1 hM5, ACh EC20 PAM; 0% = ACh EC20, 100% = ACh EC100;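 active means activation above the run cutoff, the mean activation of all test compounds plus 3 SD, cut at about 18% in these data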
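Assay system: CHO-K1 hM5 cells. Also added: acetylcholine at EC20 concentration, added after compound. Dosing: 3 µM, single dose. Times: compound preincubation 140 s before EC20 acetylcholine addition. Signal: Fluo-8 calcium fluorescence. Measure: % activation relative to EC20 and EC100 ACh responses. Repeats: singlicate, one well per test compound.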
CRFBP-R2 block – antagonists of CRF-BP/CRF-R2 complex, primary screen, cell-based, HEK293, calcium dye fluorescence, uHTS; CRF-induced calcium fluorescence; inhibition, % at 11.8 µM; 350,000 tested, 0.59% active;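 active means inhibition of the ligand-induced calcium signal above about 50% at the single tested concentration, limit read from the data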
CHO-K1 Ca PAM – nonselective calcium activators in parental CHO-K1 cells, primary screen, counter-screen for M1 PAM project, cell-based, Fluo-8 calcium fluorescence, full deck, 1536-well; AID 602247, 2012; ATP EC20; 0% at ATP EC20, 100% at ATP max; activation, % at 3 µM; 360,000 tested, 0.02% active;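 active means activation above the run cutoff, the mean activation of all test compounds plus 3 SD, cut at about 40% in these data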;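 further: peak over basal fluorescence ratio in a 140 s read after ATP addition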
* marks the source's active call; other numbers are inactive results; / = no result given.

molecule	TAAR1 ag	M5 antag	CHRM4 PAM	M5 ag	CRFR2-BP ag	TAAR1 antagonist	M5 PAM	CRFBP-R2 block	CHO-K1 Ca PAM
COc1cc(/C=N/NC(=O)COc2cccc(F)c2)ccc1OS(=O)(=O)c1ccc(C)cc1	5	16	-13	-1	-1.1	45	-10	-20	-9
CCN(C(=O)COC(=O)c1cccnc1SC)C1CCS(=O)(=O)C1 (stereo not drawn)	3	-2	-5	0	-3.2	-17	-1	1	4
O=C(O)c1ccc(CNC(=O)c2ccc(S(=O)(=O)N3CCCCC3)cc2)cc1	3	13	9	3	0.2	-16	-3	-6	4
Cc1cccc(C)c1NC(=O)c1cc(-c2ccccn2)nc2ccccc12	10	10	-2	-1	-4.2	39	-3	-23	12
O=C(CCNS(=O)(=O)c1ccccc1F)OCc1ccccc1Cl	3	2	-6	3	-5.2	1	-18	-3	2
CCCC(CCC)C(=O)OC1C[C@H]2CC[C@@H](C1)[N+]2(C)C (stereo partly drawn)	5	98*	-18	-1	-2.4	-13	-18	10	6
CSCC[C@H](NC(=O)C1=NN(c2c(F)c(F)cc(F)c2F)C(=O)CC1)c1nc2ccccc2[nH]1	-1	5	-6	1	-0.4	-4	-5	3	5
CCOC(=O)C(C(=O)NCc1ccc(C)cc1)c1ncc(C(F)(F)F)cc1Cl (stereo not drawn)	6	-6	1	-5	-4.1	-10	3	-1	19
O=C(Nn1c(C2CCCCC2)nc2ccccc2c1=O)c1cc(Cl)ccc1[N+](=O)[O-]	7	-2	-6	2	-1.7	9	0	-36	21
CC1CCN(CCCNC(=O)COc2cc(=O)n(C)c3ccccc23)CC1	0	0	-1	0	-0.9	18	3	0	-3
COC(=O)c1ccc(CSc2nc3c(cnn3-c3ccccc3)c(=O)[nH]2)o1	4	1	11	0	-1.1	-5	1	23	14
CCC1=NN2C(=N)/C(=C\c3cccn3-c3c(C)cccc3C)C(=O)N=C2S1	0	-4	-3	-3	-1.6	5	-6	-26	11
CCOc1ccc2c(c1)C(C)=CC(C)(C)N2C(=O)Nc1ccccc1	/	3	14	1	4.1	/	-5	-1	-2
Cc1nn(Cc2ccc([N+](=O)[O-])cc2)c(=O)n1-c1c(F)cccc1F	12	0	-3	-1	2.3	4	-4	2	-7
O=C(NCC(c1ccco1)N1CCCC1)c1cc2ccccc2s1 (stereo not drawn)	13	-4	8	-7	-0.1	-7	8	-9	12

One compound at a time (already shown). Order of screens: TAAR1 ag, M5 antag, CHRM4 PAM, M5 ag, CRFR2-BP ag, TAAR1 antagonist, M5 PAM, CRFBP-R2 block, CHO-K1 Ca PAM
`O=C(CCNS(=O)(=O)c1ccccc1F)OCc1ccccc1Cl` in the list: 3, 2, -6, 3, -5.2, 1, -18, -3, 2
`CCOc1ccc2c(c1)C(C)=CC(C)(C)N2C(=O)Nc1ccccc1` in the list: /, 3, 14, 1, 4.1, /, -5, -1, -2

(more compounds)
molecule	TAAR1 ag	M5 antag	CHRM4 PAM	M5 ag	CRFR2-BP ag	TAAR1 antagonist	M5 PAM	CRFBP-R2 block	CHO-K1 Ca PAM
Fc1ccc(/C=N/NC(=S)Nc2ccc(Cl)cc2Cl)cc1	2	5	0	-1	-2.1	-14	0	-8	14
COC(=O)c1oc2nc(C)cc(C)c2c1N	6	1	12	-1	-1.8	-10	-2	-1	-3
COc1ccc(-n2c(=O)c3c4c(sc3n(CC(=O)Nc3cc(C)[nH]n3)c2=O)CCC4)c(OC)c1	8	0	-8	-4	0.2	-7	5	-8	13
COc1ccc(-c2ccc(SCC(=O)N3CCOCC3)nn2)cc1	13	-7	0	1	0.3	-12	1	0	25
Cc1cccc(NC(=S)N(CCN2CCOCC2)Cc2ccccc2F)c1	0	4	0	-4	-4.6	-10	-11	-2	-13
COc1cc2cc(C(=O)NCCc3ccccc3)[nH]c2cc1OC	10	2	-9	1	-0.8	-9	-5	7	1
CCCCNc1c(C(=O)OCC)c(=O)[nH]c2ccccc12	17	1	12	3	-0.1	-3	0	-16	11
COc1ccccc1CCC(=O)OCC(=O)Nc1cc(C)nn1-c1ccccc1	0	3	-1	3	0.1	-12	-5	11	-7
COc1ccccc1N1N=C(c2ccc([N+](=O)[O-])cc2)CC1c1ccccc1 (stereo not drawn)	23	25	-2	23	34	25	-6	-34	2
O=C(c1cc(Cl)ccc1Cl)N1CCN(Cc2ccccc2)CC1	9	3	-3	0	-3.1	6	-4	3	-3
Cc1ccc2oc(=O)n(CC(=O)c3ccc(F)cc3)c2c1	1	5	-8	-2	-1.8	11	4	1	12
CCCCS(=O)Cc1ccccc1 (stereo not drawn)	3	-1	4	-2	0.0	5	6	2	22
C/C(=N\Nc1cc(N2CCOCC2)nc(C)n1)c1cccc([N+](=O)[O-])c1	8	-9	-5	0	-2.7	-25	-3	26	11
CCN(C(=O)CSc1nc2ccccc2c(=O)n1-c1ccc(C)cc1)C1CCS(=O)(=O)C1 (stereo not drawn)	0	-4	-2	1	-3.8	-13	1	5	-8
O=C(COC(=O)/C=C/c1ccccc1Cl)NCCNC(=O)COC(=O)/C=C/c1ccccc1Cl	1	-5	3	-5	0.3	12	-1	4	16

Next section
molecule	TAAR1 ag	M5 antag	CHRM4 PAM	M5 ag	CRFR2-BP ag	TAAR1 antagonist	M5 PAM	CRFBP-R2 block	CHO-K1 Ca PAM
O=C(O)c1cc2c(s1)-c1ccccc1OC2	7	-4	6	1	0.1	-19	2	-11	-9
CCN(CC)Cc1nc2c(c(=O)[nH]1)C1(CCCC1)Cc1ccccc1-2	15	14	1	-9	-1.9	-23	-16	-69	13
COc1cc(-c2nnc(CSc3nnc(N)s3)o2)cc(OC)c1OC	0	-9	-3	0	6.8	-15	-1	8	-1
CN(Cc1ccccc1)C(=O)CN1C(=O)c2ccc([N+](=O)[O-])cc2C1=O	-2	1	0	1	0.2	-17	0	7	28
CCNC(=O)C1CCCN(C(=O)c2ccc3ccccc3c2)CC1 (stereo not drawn)	3	3	2	-1	/	-22	-5	/	-7
COc1cccc(/C=C/C(=O)OCC(=O)N2CCN(c3ccccc3)CC2)c1	0	9	-4	2	-2.3	1	-3	3	-3
CN(C)c1cccc(C(=O)NCc2ccccc2Cl)c1	1	-11	-1	-2	-5.2	0	-1	-6	-10
CCCCN=C1NN=C(c2ccc(C)c(C)c2)CS1	5	7	-6	-3	-0.1	20	-1	-20	4
Cc1cccc(N=C2NC(=O)S/C2=C\c2ccco2)c1	7	7	-1	2	4.4	1	-7	-26	7
CCOc1cc(/C=C2\SC(=N)N(c3nccs3)C2=O)ccc1OCCN1CCOCC1	13	24	2	3	0.0	46	-19	33	-2
O=C(Nc1ccc2c(c1)Cc1ccccc1-2)c1cc2ccccc2o1	-1	-2	1	-1	3.2	-3	-6	-4	16
CCS(=O)(=O)N1CCN=C1SCc1ccccc1	1	-2	-3	-4	1.0	-7	5	-13	3
COc1ccc(C(C)C)cc1-c1cncc(NC(C)=O)n1	0	4	-2	-1	/	-1	-1	/	-6
CCCCN(CC)CCCNC(=S)Nc1ccc2nc(N3CCN(CC)CC3)cc(C)c2c1	0	5	-4	-5	-0.5	-16	4	5	16
COC(C[C@H]1O[C@H]1[C@H](O)[C@@H](C)OCc1ccccc1)OC	3	-13	9	6	0.9	-2	12	8	14

Additional entries follow:
molecule	TAAR1 ag	M5 antag	CHRM4 PAM	M5 ag	CRFR2-BP ag	TAAR1 antagonist	M5 PAM	CRFBP-R2 block	CHO-K1 Ca PAM
O=C1C(=Cc2ccc(Br)o2)C(=O)c2ccccc21	/	2	-4	2	1.1	/	2	15	26
Nc1nc(CSC(=S)N2CCN(c3ccccc3)CC2)nc(Nc2ccc(F)cc2)n1	3	4	1	-3	-0.2	-3	1	7	24
CCN(CCCNC(=O)CCC(=O)N1CCOc2ccccc21)Cc1ccccc1	1	-1	-2	0	-0.5	-11	-4	0	3
CCOc1ccc(C(=O)COC(=O)c2cc(=O)[nH]c3ccccc23)cc1	2	-1	3	-3	2.0	-13	-1	-13	6
Cc1cc(C)cc(-n2nnn(C3C/C(=N/NC(N)=S)C4OCC3O4)c2=S)c1 (stereo not drawn)	1	10	-10	-1	0.0	-14	-5	1	-8
CN(c1ccc(Br)cc1)S(=O)(=O)c1ccc2[nH]cc(C(=O)NCCN3CCOCC3)c(=O)c2c1	4	-9	-2	-3	-0.4	0	3	2	5
O=C(/C=C/c1ccc(OCCCF)cc1)Nc1ccnc(-c2cccnc2)n1	19	3	1	3	1.1	55*	1	-12	-11
Cc1cc(NS(=O)(=O)c2ccc(NC(=O)/C=C/c3ccccc3)cc2)no1	-2	22	-3	-4	-0.8	9	-5	-4	9
O=C(NC(=S)Nc1ccccn1)c1cccc([N+](=O)[O-])c1	1	2	7	-3	-1.1	-11	4	1	9
O=C(NCCCn1ccnc1)Nc1cccc(Cl)c1	5	2	6	-1	-1.1	3	2	7	2
CCc1cccc2c(C(=O)CN3C(=O)NC(C)(c4cccc5ccccc45)C3=O)c[nH]c12 (stereo not drawn)	5	7	-3	1	-0.6	12	-1	-17	7
CC(C)NC(=O)Nc1nnc([C@H]2C[C@H](O)[C@@H](CO)O2)s1	1	3	-2	-3	/	-3	0	/	4
O=C(C1CCN(Cc2cn[nH]c2-c2ccc(F)cc2F)CC1)N1CCOCC1	1	7	-6	-2	-2.8	-15	-1	4	-1
COc1cc(/C=N/NC(=O)C2=NNC(=O)C2C)ccc1O (stereo not drawn)	0	6	-1	-1	-0.7	-15	-3	-4	21
O=C(c1ccco1)N1CCN(C(=S)Nc2ccc(F)cc2)CC1	12	5	-1	-3	0.3	-10	6	-16	8

New compounds follow.
molecule	TAAR1 ag	M5 antag	CHRM4 PAM	M5 ag	CRFR2-BP ag	TAAR1 antagonist	M5 PAM	CRFBP-R2 block	CHO-K1 Ca PAM
CC[C@]12c3[nH]c4cc(CCC(=O)N(C)C)ccc4c3CCN1C(=O)[C@@H](CC(=O)NCC13CC4CC(CC(C4)C1)C3)C[C@@H]2C(=O)N1CCN(C(=O)c2ccco2)CC1	-1	-6	-6	-2	-0.7	-11	5	3	17
CC(=O)Nc1ccc(NC(=O)c2cc(S(=O)(=O)N3CCCCC3)ccc2N2CCOCC2)cc1	15	-3	-2	2	-0.7	-16	7	-10	8
COCCN1C(=O)N[C@@H](c2cccs2)C(C(C)=O)=C1C	18	5	4	1	-0.3	-3	0	3	8
CCc1cc2c(=O)c(-c3ccc4c(c3)OCO4)coc2c(CN(C)C)c1O	3	2	-9	-5	-1.5	-25	-2	10	8
CCn1c(/C=C2\C(=O)Nc3ccccc32)nc2ccccc2c1=O	9	9	-10	3	-2.1	30	-9	0	12
